Compound activity (PubChem BioAssay)
CASP6 VEID inh – caspase-6 (human) enzyme inhibition; inhibition, % at 12.5 µM; purified caspase-6, Z-VEID-R110 cleavage fluorescence; AID 686996; P55212; 350,000 tested, 0.53% active;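 active = mean inhibition across replicates at least about 35%, with every replicate also reaching that limit, limit read from the data; inconclusive = only one of the two criteria met; inactive = neither criterion met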;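 also: 0% = median of neutral control wells and 100% = no fluorescence left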
Target sequence (P55212 24-179 limits assumed): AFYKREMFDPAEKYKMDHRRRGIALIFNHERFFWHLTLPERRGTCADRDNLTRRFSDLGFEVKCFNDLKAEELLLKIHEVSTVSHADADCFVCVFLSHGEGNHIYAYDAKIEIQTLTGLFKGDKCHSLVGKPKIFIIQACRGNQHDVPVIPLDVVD
Target sequence (P55212 194-293 limits assumed): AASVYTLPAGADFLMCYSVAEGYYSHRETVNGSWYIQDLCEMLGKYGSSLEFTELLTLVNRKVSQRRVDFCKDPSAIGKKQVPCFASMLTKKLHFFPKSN
LGR2 antag – Drosophila LGR2 receptor signaling inhibition; inhibition, % at 9.99 µM; 380,000 tested, 0.35% active; HEK293 LGR2, CRE-luciferase, bursicon-stimulated, 4 h;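 active = drop in luminescence signal, shown as inhibition above about 50% in the replicate tests, limit read from the data, passing the limit was not always enough; inconclusive = probably only some replicates passing the limit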;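 also: agonist challenge used bursicon conditioned medium at about half maximal strength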
PAX8 reporter – PAX8 transcriptional activity inhibition; AID 652154; RMG-I TPO-luciferase reporter, SteadyGlo, 24 h; inhibition, % at 12.6 µM; 360,000 tested, 1.2% active;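 active = mean replicate inhibition at least 60% with every replicate also reaching 60%; inconclusive = only one of the two criteria is met; inactive = mean below 60% and not all replicates reaching 60%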;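 also: luciferase light reporting Pax8 driven TPO promoter activity; plate controls were median of neutral control wells for no effect and mitoxantrone controls for full effect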
SIRT5 inh – blocks human SIRT5 desuccinylation of peptide; Q9NXA8; 330,000 tested, 1.1% active; Purified SirT5, succinyl-peptide AMC, trypsin-coupled fluorescence; inhibition, % at 15 µM; in the data active = inhibition above about 15%; inconclusive = no clear call, values can overlap the other calls
Target sequence (Q9NXA8 whole entry, looked up): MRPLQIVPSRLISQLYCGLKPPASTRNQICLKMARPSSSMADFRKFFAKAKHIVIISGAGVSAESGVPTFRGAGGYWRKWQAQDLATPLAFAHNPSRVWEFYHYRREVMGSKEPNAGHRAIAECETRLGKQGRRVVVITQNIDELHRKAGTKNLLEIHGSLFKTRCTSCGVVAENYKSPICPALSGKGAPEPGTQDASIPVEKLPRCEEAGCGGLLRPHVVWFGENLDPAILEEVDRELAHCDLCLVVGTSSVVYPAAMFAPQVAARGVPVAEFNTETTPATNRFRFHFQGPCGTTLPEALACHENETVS
ARNT-TACC3 inh – disruptors of human ARNT/TACC3 interaction. Q9Y6A5. AlphaScreen His-ARNT PAS-B/GST-TACC3 binding, luminescence; TACC3 fragment carries E629A point mutation. inhibition, % at 9.99 µM. 390,000 tested, 0.66% active;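 active = mean inhibition of replicates at least 50% and at least half of replicates each reaching 50%; inconclusive = half or more replicates reach 50% but mean below 50%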;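 also: 0% = complete ARNT plus TACC3 wells and 100% = ARNT alone without TACC3; many hits fall short of the cut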
EWS-Fli inh – blocks EWS/Fli oncoprotein-driven transcription; 350,000 tested, 0.67% active; inhibition, % at 12.6 µM; A673 NR0B1-luciferase reporter, viability-normalised;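 active = mean inhibition of at least 50% after viability correction, with every replicate also passing that limit; inconclusive = mean reaches 50% but only one of two replicates passes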;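 also: firefly luciferase signal divided by Alamar Blue viability fluorescence both relative to DMSO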
DENV2 CPE rescue – inhibitors of DENV2 cytopathic effect | CPE inhibition, % at 9.99 µM | 350,000 tested, 1.7% active | DENV2-infected cells, cytopathic effect rescue, plate reader; in the data active = CPE inhibition above about 20%, passing the limit was not always enough; inconclusive = no clear call, values can overlap the other calls; tested in BHK-21 cells;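 also: 0% = median of neutral control wells and 100% = median of positive control wells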
* hit, by the source's call; u = inconclusive; x = not tested or not shown.

SMILES	CASP6 VEID inh	LGR2 antag	PAX8 reporter	SIRT5 inh	ARNT-TACC3 inh	EWS-Fli inh	DENV2 CPE rescue
CCCNC(=O)N(C)C[C@@H]1Oc2cc(-c3cccnc3)ccc2S(=O)(=O)N([C@H](C)CO)C[C@@H]1C	-3	1	x	-1	8	3	-4
O=C(c1cnccn1)N1C[C@H]2[C@@H](c3ccccc31)[C@@H](CO)N2Cc1ccccc1Cl	-2	-4	0	0	-12	-4	0
C#CCOCCOCCOCCNc1nc(N2CCN(C(=O)CCCCCCCCCCNC(=O)[C@@H](CCSC)n3cc(CCO)nn3)CC2)nc(N2CCN(C(=O)CCCCCCCCCCNC(=O)[C@H](CCSC)n3cc(CCO)nn3)CC2)n1	1	1	1	14	-10	19	x
COc1ccc(CC(=O)NCc2nnc(SCC(=O)c3ccc(OC)cc3)n2C)cc1	-2	6	10	-6	-3	-2	x
Cc1noc(C(=O)N(C)c2ccccc2)c1Cl	-2	-2	3	-1	9	3	0
CS(=O)(=O)c1ccc(C(=O)OCC(=O)NC23CC4CC(CC(C4)C2)C3)cc1[N+](=O)[O-]	1	-3	53	x	-15	x	-2
COc1cccc(OCc2nc3ccccc3c(=O)n2N)c1	-1	-23	x	0	-6	-37	x
CCOC(=O)c1ccccc1NC(=O)COC(=O)C1CCN(S(=O)(=O)c2ccccc2C(=O)OC)CC1	60*	11	-7	-2	-2	-2	2
Cc1ccc(C)c(N2CCN(S(=O)(=O)c3ccc4c(c3)CCN4C(=O)CCC(=O)O)CC2)c1	2	25	6	5	1	9	-2
CC(C)[C@H]1COCCS(=O)(=O)N1Cc1ccccc1-c1cccc2c1oc1ccccc12	-3	29	31	x	-9	10	-2
N#CC1(NC(=O)CN2C(=O)c3ccc([N+](=O)[O-])cc3C2=O)CCCCC1	3	-4	-3	-3	-2	1	2
O=C(N[C@H](C(=O)N1CCC[C@H]1C(=O)NC1CCCC1)c1ccccc1)c1ccc(Cl)cc1Cl	0	6	-6	0	x	-4	1
CCN(C[C@@H]1[C@@H](c2ccccc2)[C@H](CO)N1C(C)=O)C(=O)c1cccc(F)c1	1	6	-11	0	3	0	3
COc1cc(-c2cc(C(=O)Nc3ccc(C)c(S(=O)(=O)N4CCOCC4)c3)c3ccccc3n2)cc(OC)c1OC	-2	-22	17	x	16	-4	5
CC(NC(=O)NC1CCCCC1)C(c1cccs1)N1CCN(c2ccccc2)CC1 (configuration not stated)	0	x	17	-3	3	0	u
CCCCNC(=O)c1ccc2c(c1)N(C)C(=O)c1ccccc1S2	-2	5	5	-3	-5	0	9
CCn1c(C)nc2cc(C#N)ccc21	4	-1	6	-2	-5	-6	0
Cc1cccc(Nc2ncnc3nc[nH]c23)c1	0	-35	-42	x	-8	-73	0
Cn1c(/C(C#N)=C(\O)c2ccc([N+](=O)[O-])s2)nc2ccccc21	-3	4	20	-3	-5	-34	4
CCc1cc2c(nc1CC)CCCN2S(=O)(=O)c1ccc(OC)cc1	-5	-9	21	x	x	72*	-13
CCOc1ccccc1NC(=O)COC(=O)Cc1ccc(-c2ccccc2)cc1	-2	-3	-3	1	-5	4	u
CCOC(=O)CC1(C)c2nc(NC(C)=O)sc2Cc2sc(NC(C)=O)nc21	2	-15	6	x	x	-16	-4
COc1ccc(Cl)cc1NC(=O)CSc1nc(Nc2ccccc2)nc(N2CCOCC2)n1	-1	6	46	1	-9	x	-9
C=CCOC(=O)N1CCC2CC1c1c(-c3ccc(C(F)(F)F)cc3)cccc12 (configuration not stated)	4	6	-1	-6	x	21	-4
COc1ccc(/C=C/c2nc3ccccc3n2Cc2ccc(OC)c(OC)c2)cc1	0	-106	-44	-2	3	-73	-5
COc1ccc(S(=O)(=O)N2CCOCC2)cc1NC(=O)c1cccc2c(=O)c(C)c(-c3ccccc3)oc12	-1	6	54	27*	-12	29	-3
CNC[C@@H]1Oc2ccc(NC(=O)NC(C)C)cc2CC(=O)N([C@@H](C)CO)C[C@H]1C	1	4	49	-4	-5	-4	10
CCOC(=O)C1CCN(C(=O)CNC(=O)c2nn(-c3ccc(OC)cc3OC)c(=O)c3ccccc23)CC1	-1	18	-3	-3	22	-36	13
COc1ccc(-c2cc(C(F)(F)F)nc(SCC(=O)N(C)Cc3cnn(C)c3C)n2)cc1OC	x	-20	14	x	-7	x	x
CNC(=O)c1ccc(S(=O)(=O)c2ccc(Cl)cc2)c(NC(C)=O)c1	-2	1	19	-5	-14	4	-6
CSCCn1c(C(C)(C)C)cc(C(=O)O)c1C	-1	2	0	-5	-14	7	3
O=C(Cc1ccc(Nc2nc3ccc(Br)cc3[nH]2)cc1)NCCc1cccs1	-3	0	-14	x	4	-8	14
COC(=O)c1ccccc1N=Nc1c(N)n[nH]c1N	-1	-12	6	-1	0	17	13
COc1cc(C(=O)N2CCN(C(=O)c3cc(-c4ccc(Br)cc4)n[nH]3)CC2)cc(OC)c1OC	10	14	-4	1	14	x	16
Cc1ccc(C2=NCCn3c2c2ccc([N+](=O)[O-])cc2[n+]3[O-])cc1	2	-25	4	x	0	3	u
CCCCn1nnnc1C(c1ccc(OC)cc1)N1CCN(C/C=C/c2ccccc2)CC1 (configuration not stated)	0	18	-18	-2	x	5	-11
COc1cc(/C=C(\C#N)c2nc3ccccc3s2)cc([N+](=O)[O-])c1O	16	0	27	-2	x	-16	-2
Cc1ccc(C(C(=O)NC2CCCCC2)N(CC2CCCO2)C(=O)CNC(=O)c2ccco2)cc1 (configuration not stated)	-1	-10	x	-2	x	x	x
CC(=O)c1cc2c(ccc3ccccc32)oc1=O	2	10	-12	-7	16	-5	u
CCOc1ccc(C(=O)NCCC(=O)N2CCC3(CC2)NCCc2[nH]cnc23)cc1OCC	-1	4	-1	-3	4	6	4
COc1ccccc1N1CCN(C(=O)CCCCCn2c(=O)[nH]c3ccsc3c2=O)CC1	1	0	15	-1	1	4	u
COC(=O)[C@@H]1[C@@H](CO)[C@@H]2Cn3c(ccc(/C=C/c4ccccc4)c3=O)[C@@H]2N1C(=O)CC1CC1	x	-5	3	x	x	-3	x
O=C(COC(=O)[C@@H]1CC(O)CN1S(=O)(=O)c1ccc2c(c1)OCCO2)NCc1ccc(F)cc1 (some centres not stated)	1	-1	5	0	-1	11	1
CCCNC(=O)N1C[C@@H](O)COC[C@@H]2O[C@@H](CC(=O)N[C@@H]3CCN(Cc4ccccc4)C3)CC[C@H]21	x	8	0	x	24	2	-7
COc1ccc(C(=O)OC(C)C(=O)NC(C)CCc2ccccc2)cc1[N+](=O)[O-] (configuration not stated)	-2	3	5	-3	1	3	11
Nc1cc(OCc2ccccc2)ccc1OCc1ccccc1	1	-92	-199	0	-3	0	-2
CCc1nc2ccc(C(=O)NCCOc3ccc(OC)cc3)cn2c1N(C)CCCc1ccccc1	1	32	44	x	x	26	u
C[C@@H]1CCCCO[C@@H](CN(C)S(=O)(=O)c2cccs2)[C@@H](C)CN([C@H](C)CO)C(=O)c2cc(NC(=O)Nc3ccc(F)cc3)ccc2O1	1	4	-2	6	-7	-2	-4
Cc1cccc(NC(=O)C2C3C=CC(O3)C2C(=O)O)c1C (configuration not stated)	2	6	3	2	-12	8	2
O=C(c1ccco1)N1CCN(Cc2nnnn2CC2CCCO2)CC1 (configuration not stated)	-1	-11	-14	-3	4	0	0
C[C@@H]1CN([C@H](C)CO)C(=O)c2cc(NC(=O)Nc3ccc4c(c3)OCO4)ccc2O[C@@H](C)CCCCO[C@H]1CN(C)Cc1ccncc1	2	-14	-18	-4	11	2	-9
COc1ccc(OCCNC(=O)C2(C)CCN2Cc2ccc(SC)cc2)cc1 (configuration not stated)	4	11	1	5	x	-2	9
CC(C)C#Cc1ccc2c(c1)O[C@@H](CN(C)C(=O)c1ccccn1)[C@@H](C)CN([C@@H](C)CO)S2(=O)=O	3	5	x	0	6	1	2
C[C@H](CO)N1C[C@H](C)[C@H](CN(C)C(=O)NC2CCCCC2)Oc2c(NC(=O)C3CCCCC3)cccc2C1=O	-2	8	x	-2	13	3	-9
CCOP(=O)(NC12CC3CC(CC(C3)C1)C2)NC12CC3CC(CC(C3)C1)C2	-2	14	-3	0	0	5	-1
N#C[C@H]1[C@@H](c2ccc(C#Cc3ccccc3F)cc2)[C@H](CO)N1C(=O)C1CCC1	3	0	-5	2	6	10	12
COc1ccc(C#Cc2ccc3c(c2)O[C@H](CN(C)C(C)=O)[C@@H](C)CN([C@@H](C)CO)S3(=O)=O)cc1	1	9	x	1	0	6	u
Cc1ccc(CN2CCNC(=O)C2CC(=O)N(C)C(C2CC2)C2CC2)o1 (configuration not stated)	-3	-20	-5	-3	-4	-17	x
CC(C)NC(=O)N(C)C[C@@H]1OCc2ccccc2-c2c(n(C)c3ccccc23)C(=O)N([C@@H](C)CO)C[C@H]1C	-1	-18	x	-1	-1	2	13
CC(C)CC#Cc1cnc2c(c1)C(=O)N([C@H](C)CO)C[C@@H](C)[C@@H](CN(C)Cc1cncnc1)O2	0	5	x	0	-5	3	3

Later entries.
SMILES	CASP6 VEID inh	LGR2 antag	PAX8 reporter	SIRT5 inh	ARNT-TACC3 inh	EWS-Fli inh	DENV2 CPE rescue
O=C(O)c1ccccc1OCC1CCCO1 (configuration not stated)	5	-5	0	-4	-12	-4	-4
CCOC(=O)c1cnn(Cc2ccc(C)cc2)c1N	0	6	3	-1	-1	1	12
O=C(Nc1ccccc1C(=O)N1CCCCCC1)c1ccccc1Cl	-1	13	13	1	-2	8	x
COc1ccc(NC(=O)Nc2cnccn2)cc1	8	-31	-45	-3	-6	-5	u
CC1CCC(N2CCN(C(=O)c3ccccc3F)CC2)CC1 (configuration not stated)	0	38	-10	-1	-4	-6	7
C[C@@H]1CN([C@H](C)CO)C(=O)Cc2cc(NC(=O)C3CCCCC3)ccc2O[C@H]1CN(C)C(=O)Nc1ccc2c(c1)OCO2	0	3	x	-1	5	-62	1
O=C(C[C@H]1C[C@@H]2c3cc(NC(=O)c4cccnc4)ccc3O[C@@H]2[C@@H](CO)O1)NCc1ccccc1F	-1	-8	-5	-16	-4	6	-4
Cc1ccc2c(c1)N(CC(=O)NC1CCC(C)CC1)C(=O)c1cccnc1O2 (configuration not stated)	0	-11	3	x	-1	-3	18
Cc1ccccc1NC(=S)NCC1CCN(C(C)c2ccccc2)C1 (configuration not stated)	-41	4	52	-1	4	5	-1
Cc1csc(NC(=O)COCC(=O)O)c1-c1nc2ccccc2s1	4	-10	6	4	-5	2	1
CC1(C)CN(c2cccc(C#N)c2)C1=O	-1	4	3	-3	-8	-2	-1
COc1ccc(-c2ccc3c(c2)[C@H]2[C@H](CCN2S(=O)(=O)c2ccccc2C)[C@H](CO)N3C)cc1	x	19	69*	x	2	12	-23
COc1ccc(CCN(C)Cc2ccc(C(=O)Nc3ccccc3)cc2)cc1OC	12	-2	-30	0	-1	4	3
Cc1ccc(C)c(NC(=O)COC(=O)c2ccc3c(c2)OCO3)c1	1	-2	-2	-3	-5	-6	0
CCOC(=O)N1CCC(NC(=O)c2oc3c(C)c(C)ccc3c2C)CC1	0	2	-15	0	4	x	-9

Whole records, quoted from the list:
Cc1ccccc1NC(=S)NCC1CCN(C(C)c2ccccc2)C1 (configuration not stated) in the list: CASP6 VEID inh = -41; LGR2 antag = 4; PAX8 reporter = 52; SIRT5 inh = -1; ARNT-TACC3 inh = 4; EWS-Fli inh = 5; DENV2 CPE rescue = -1
O=C(C[C@H]1C[C@@H]2c3cc(NC(=O)c4cccnc4)ccc3O[C@@H]2[C@@H](CO)O1)NCc1ccccc1F in the list: CASP6 VEID inh = -1; LGR2 antag = -8; PAX8 reporter = -5; SIRT5 inh = -16; ARNT-TACC3 inh = -4; EWS-Fli inh = 6; DENV2 CPE rescue = -4
O=C(Nc1ccccc1C(=O)N1CCCCCC1)c1ccccc1Cl in the list: CASP6 VEID inh = -1; LGR2 antag = 13; PAX8 reporter = 13; SIRT5 inh = 1; ARNT-TACC3 inh = -2; EWS-Fli inh = 8; DENV2 CPE rescue = x
